NOD2-RIPK2 inh: inhibitors of human NOD2-RIPK2 interaction. CHO BLA complementation NOD2-RIPK2, CCF4 ratio. O43353. hit rate 0.38% among 360,000. inhibition, % at 4.98 µM; in the data active = inhibition above about 21%;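 note: 0% = vehicle only and 100% = reference blocker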
ABHD5 PLIN5 PPI: inhibitors of human ABHD5-perilipin-5 interaction. inhibition, % at 4 µM. AID 602281. hit rate 0.78% among 360,000. Split G. princeps luciferase complementation, luminescence, 4 h. Q00G26+Q8WTS1;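 active = inhibition above the mean inhibition across every tested compound plus 3 SD, cut at about 22% in these data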;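 note: 0% = DMSO only wells and the 100% control is not disclosed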
SRC1 inh: inhibitors of human steroid receptor coactivator 1 (SRC1); inhibition, % at 3.6 µM; hit rate 0.12% among 360,000; HEK293 GAL4-SRC1 luciferase reporter, luminescence; Q15788;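 active = inhibition above the campaign mean plus 3 SD, with each screening campaign given its own cutoff, cut at about 60% in these data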;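 note: 0% = DMSO treated cells and 100% = gossypol at 36 µM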
NR2F2 inh: inhibitors of human COUP-TFII (NR2F2) | hit rate 0.7% among 370,000 | HEK293T NGFI-A luciferase reporter, luminescence | P24468 | inhibition, % at 8.6 µM;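 active = inhibition above a per-plate cutoff, mean inhibition of test wells between control levels plus 3 SD, cut at about 38% in these data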;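 note: cells cotransfected with COUP-TFII expression vector driving the NGFI-A reporter; 0% = median of COUP-TF2 test wells and 100% = reporter-only cells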
TWEAK-Fn14 inh: blocks TWEAK-Fn14 interaction in a reporter cell assay; inhibition, % at 10 µM; TWEAK-stimulated Fn14 reporter cells, luciferase luminescence, 8 h; hit rate 2% among 360,000; in the data active = inhibition above about 50%
TLR9-MyD88 block: TLR9-MyD88 interaction inhibition; CHO BLA complementation TLR9-MyD88, CCF4 FRET ratio; inhibition, % at 4.98 µM; hit rate 0.21% among 340,000; AID 504734;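 active = inhibition above the mean over all tested compounds plus 3 SD, cut at about 21% in these data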;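 note: 0% = DMSO only wells and 100% = clavulanate BLA inhibitor control wells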
NCOA3 inh: inhibits human SRC3 coactivator; Q9Y6Q9; HEK293 GAL4-SRC3 luciferase reporter, luminescence; inhibition, % at 3.6 µM; hit rate 0.17% among 360,000; AID 588352;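 active = inhibition above a per-campaign cutoff, the mean of all compounds plus 3 SD, cut at about 60% in these data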;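 note: 0% = DMSO-treated cells and 100% = gossypol-treated cells at 36 µM; higher means less SRC3-driven luciferase light from the GAL4 reporter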
Target sequence (Q9Y6Q9 whole entry, looked up, the tested form may be a part): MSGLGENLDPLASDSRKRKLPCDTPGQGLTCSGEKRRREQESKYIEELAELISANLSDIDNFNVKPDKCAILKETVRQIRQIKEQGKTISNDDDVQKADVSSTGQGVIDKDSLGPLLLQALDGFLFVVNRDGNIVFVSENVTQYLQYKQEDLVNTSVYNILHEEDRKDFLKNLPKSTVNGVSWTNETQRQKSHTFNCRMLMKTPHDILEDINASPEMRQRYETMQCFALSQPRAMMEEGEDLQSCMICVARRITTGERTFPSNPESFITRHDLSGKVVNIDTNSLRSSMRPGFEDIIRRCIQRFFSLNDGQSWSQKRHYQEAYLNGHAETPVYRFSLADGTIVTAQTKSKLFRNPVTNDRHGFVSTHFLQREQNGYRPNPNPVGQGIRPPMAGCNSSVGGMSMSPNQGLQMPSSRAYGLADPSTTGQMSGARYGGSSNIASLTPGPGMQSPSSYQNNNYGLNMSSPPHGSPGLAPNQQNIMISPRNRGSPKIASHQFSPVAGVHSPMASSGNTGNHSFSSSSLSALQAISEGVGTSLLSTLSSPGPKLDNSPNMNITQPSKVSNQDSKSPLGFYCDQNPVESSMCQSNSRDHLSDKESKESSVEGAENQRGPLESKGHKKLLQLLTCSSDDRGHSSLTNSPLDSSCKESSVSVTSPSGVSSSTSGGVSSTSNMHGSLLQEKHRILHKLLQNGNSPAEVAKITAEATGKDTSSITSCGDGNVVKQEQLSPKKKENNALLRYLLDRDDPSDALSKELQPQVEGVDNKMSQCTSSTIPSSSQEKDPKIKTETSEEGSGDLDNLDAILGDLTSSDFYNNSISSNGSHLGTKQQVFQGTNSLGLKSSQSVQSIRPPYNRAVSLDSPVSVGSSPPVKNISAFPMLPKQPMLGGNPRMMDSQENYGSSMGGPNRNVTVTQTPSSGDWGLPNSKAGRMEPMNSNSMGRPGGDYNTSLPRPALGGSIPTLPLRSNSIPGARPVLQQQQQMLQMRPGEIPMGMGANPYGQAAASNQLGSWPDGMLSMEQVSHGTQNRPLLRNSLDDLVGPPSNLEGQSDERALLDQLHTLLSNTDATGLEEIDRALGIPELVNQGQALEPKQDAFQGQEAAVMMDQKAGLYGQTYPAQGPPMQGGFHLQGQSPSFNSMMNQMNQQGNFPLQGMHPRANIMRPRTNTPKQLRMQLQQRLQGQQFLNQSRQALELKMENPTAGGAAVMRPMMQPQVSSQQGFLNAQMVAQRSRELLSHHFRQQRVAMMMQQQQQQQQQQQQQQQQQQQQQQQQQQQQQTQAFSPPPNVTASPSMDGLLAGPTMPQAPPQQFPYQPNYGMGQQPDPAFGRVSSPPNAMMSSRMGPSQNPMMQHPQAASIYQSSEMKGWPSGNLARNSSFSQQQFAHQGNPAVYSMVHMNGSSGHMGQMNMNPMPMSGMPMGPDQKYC
TROY signal inh: TROY signaling inhibition; AID 1347056; hit rate 0.98% among 360,000; inhibition, % at 10 µM; Q293 LMP1-TROYcd NF-kB luciferase reporter, 4 h;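 active = compounds whose plate-normalised and pattern-corrected inhibition of the luciferase reporter signal at the single screening dose is 50% or more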
LRH-1 inv ag: suppresses constitutive activity of human LRH-1; O00482; HEK293T StAR-luciferase reporter, LRH-1 transfected, 24 h; inhibition, % at 3.6 µM; hit rate 0.13% among 360,000; AID 602396;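 active = inhibition above the mean inhibition of all tested compounds plus 3 SD, cut at about 73% in these data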;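 note: 0% = DMSO wells and 100% = reporter-only cells lacking LRH-1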
SRC2 inh: human SRC2 (NCOA2) inhibition; Q15596; HEK293 GAL4-SRC2 luciferase reporter, luminescence; inhibition, % at 9 µM; hit rate 0.17% among 370,000; AID 651957;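 active = inhibition above the mean inhibition of all tested compounds plus 3 SD, set per campaign, cut at about 52% in these data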;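 note: 0% = DMSO treated cells and 100% = cells given Gossypol at 36 µM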
Granule exo inh: lytic granule exocytosis inhibition; inhibition, % at 10 µM; hit rate 0.66% among 360,000; TALL-104 LAMP-1 surface exposure, flow cytometry; cells stimulated with thapsigargin and PMA;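 active = inhibition above about 55%, limit read from the data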
The depositor's hits bear a star; / = no result given; & = joins results of further samples. This is a subset (hit frequency here may not be typical).

Molecule	TLR9-MyD88 block	NOD2-RIPK2 inh	TROY signal inh	Granule exo inh	SRC1 inh	ABHD5 PLIN5 PPI	LRH-1 inv ag	NR2F2 inh	SRC2 inh	NCOA3 inh	TWEAK-Fn14 inh
Cc1cccc(OP(=O)(Nc2cccnc2)Oc2cccc(C)c2)c1	0	0	2	3	5	-6	7	15	14	9	15
Cc1ccc(S(=O)(=O)N2Cc3cnnn3-c3ccccc3C2C#N)cc1 (stereo not drawn)	-5	-7	-3	-2	16	-1	9	6	2	-8	12
COc1ccc(-n2nnnc2C(CCc2ccccc2)N2CCC3(CC2)C(=O)NCN3c2ccccc2)cc1 (stereo not drawn)	/	0	14	6	-1	-5	4	5	7	9	25
CC(=O)C1C2c3ccccc3O[C@@]1(C)N=c1s/c(=C/c3ccoc3)c(=O)n12 (stereo partly drawn)	10	-4	-11	5	8	12	9	5	22	5	23
CCCN1CCC[C@@H]2Cc3[nH]ncc3C[C@H]21	2	-15	-10	3	0	4	6	3	-8	8	-6
CCC(=NCC1CCCO1)c1c(O)n(-c2ccccc2C)c(=O)[nH]c1=O (stereo not drawn)	1	-8	12	5	1	3	-15	-7	-18	-2	-8
O=C1NC(=S)NC(=O)C1=Cc1c(Cl)cccc1Cl	3	-11	3	-5	-14	12	24	-1	-26	26	37
O=P(/C(=N/O)N1CCOCC1)(N1CCOCC1)N1CCOCC1	4	-1	8	0	-5	-5	-16	-12	-19	12	-43
CCOCCCN=Cc1c(O)n(Cc2ccccc2)c(=O)[nH]c1=O	-4	3	3	-1	5	-9	15	9	-2	9	6
O=C(Cc1c(-c2ccccc2)nc2ccc(Br)cn12)N1CCCC1	/	-8	-62	-2	/	-8	-52	-29	-48	/	-17
O=C1NC(c2cccnc2)Nc2sc3c(c21)CCCC3 (stereo not drawn)	2	-1	-31	2	-40	-5	-58	-24	-54	-32	8
CN1CCC(OC(=O)Cc2ccccc2)CC1	10	-5	4	-9	6	-3	0	7	-7	11	1
O=C(N/N=C/c1c(O)n(Cc2ccc(F)cc2)c(=O)[nH]c1=O)c1ccccc1	4	-9	-27	8	-62	10	-104	-17	-64	-59	-13
O=C1NC(=O)N(c2ccccc2)C(=O)/C1=C/c1ccoc1	-2	-2	-29	-3	-4	4	-17	7	-6	3	7
Cc1ccc(N2CCNCC2C)cc1 (stereo not drawn)	3	13	-3	8	-17	-10	4	-11	2	-1	8
C/C(=N\N1CCN(C)CC1)c1c(O)[nH]c(=O)[nH]c1=O	4	-4	-6	-2	-10	-6	-11	16	-17	8	18
CC12CN3CN(C1)CC(c1ccccc1)(C3)C2=O	-5	-2	/	-2	9	1	0	18	-8	-10	88*
CCOC(=O)c1ccc(N=C(c2ccccc2)c2c(O)n(C)c(=O)n(C)c2=O)cc1	5	-5	-13	11	-13	7	0	3	-50	-21	-12
CC(=NCc1ccco1)c1c(O)n(Cc2ccccc2)c(=O)[nH]c1=O	0	-9	-16	0	-4	8	19	5	1	-3	4
CC12CCC(=O)C=C1CCC1C2CCC2(C)C(O)(C(=O)CO)CCC12O (stereo not drawn)	10	2	5	-1	-2	1	25	-13	-16	-1	-15
Cc1cccc(NC(=O)CSc2nnc([C@@H](N)Cc3c[nH]c4ccccc34)o2)c1C	-7	0	-7	0	0	-3	6	-8	-1	6	7
NCCCC(=O)OC1N=C(c2ccccc2Cl)c2cc(Br)ccc2NC1=O (stereo not drawn)	-4	-10	20	0	-3	5	-4	10	-10	-2	7
COc1cccc(OC)c1C1=NCC(=O)Nc2c1oc1ccc(Br)cc21	11	0	11	3	-4	-1	30	-60	-11	6	42
O=c1[nH]c(=S)[nH]c(O)c1N=Nc1cccc(S(=O)(=O)N2CCOCC2)c1	-8	-17	30	5	9	-4	15	3	11	21	-33
Fc1ccc(C(OCCN2CCCC2)c2ccc(Br)cc2)cc1 (stereo not drawn)	1	-18	-7	-2	-11	15	-17	-3	-21	11	7
CCC(C(=O)N1C[C@H]2C[C@@H](C1)c1cccc(=O)n1C2)c1ccccc1 (stereo partly drawn)	11	4	-9	4	2	-1	11	-3	-8	-6	10
CCOc1ccc(C=C2C(=O)NC(=S)NC2=O)cc1OCC	-4	5	-6	43	-6	5	34	1	-20	2	3
CCC(c1nnnn1-c1ccc(OC)cc1)N1CCC(n2c(=O)[nH]c3ccccc32)CC1 (stereo not drawn)	/	9	22	-2	-21	6	10	-6	-29	-44	7
CCCC[N+]12CCC(CC1)C(=C(c1ccccc1)c1ccccc1)C2	0	0	12	-2	12	3	12	-7	-12	21	-12
O=C1c2ccccc2-n2nnc(-c3ccccc3)c2C2c3ccccc3CCN12 (stereo not drawn)	/	-13	6	-6	20	2	8	-2	13	-3	-13
COC(=O)C1=C(c2ccc3ccccc3c2)C[C@@H]2CC[C@H]1N2C(=O)NCCNC(C)=O	-5	-1	6	-3	3	2	16	/	/	-8	-8
Fc1ccc(CCNCc2ccccc2Cl)cc1	-6	-16	-62	-2	9	-6	-11	-28	2	-1	-19
COc1ccc(CC(=O)Nc2ccc(C#N)c(Cl)c2)cc1S(=O)(=O)N1CCOCC1	6	-6	-9	-11	-24	7	13	-25	-11	-8	-21
CCC(=O)OC(Cc1ccccc1)(c1ccccc1)C(C)CN(C)C (stereo not drawn)	-2	2	-9	-2	-4	-3	-21	6	-14	-21	4
COC(=O)C1C(OC(=O)c2ccccc2)CC2CCC1N2C (stereo not drawn)	-4&6	2&-11	-28&-33	-3&0	20&-11	12&1	-7&2	10&11	-3&-14	11&25	-4&-1
CCCCn1c(O)c(C(=O)/C=C/c2ccc3c(c2)OCO3)c(=O)[nH]c1=O	1	-4	-4	-9	-32	-26	8	-13	-10	-9	-1
BrCC1C[n+]2c(SCc3ccccc3)nc3sc4c(c3c2O1)CCCC4 (stereo not drawn)	-5	-7	-17	10	-20	-3	-2	-34	3	-5	-12
Cc1ccc(N2C(=O)NC(=O)/C(=C\C=C\c3ccco3)C2=O)cc1	2	-5	2	90*	-28	25*	-3	5	12	-18	17
Cc1ccc(N2C(=O)NC(=O)/C(=C/c3ccoc3)C2=O)cc1	-6	-9	-4	4	-26	6	-1	-7	-9	22	11
Cc1ccc2c(c1)CC1(CN2C)C(=O)NC(=O)N(c2cc(C)ccc2C)C1=O (stereo not drawn)	9	0	15	1	1	-6	2	3	-23	-9	9
CC(O)C1C=CC=CC(=O)OC2CC3OC4C5OC5(C)CCC4(COC(=O)C4OC4(C)C(O)CO1)C2(C)C31CO1 (stereo not drawn)	3	29*	85*	-7	95*	-2	99*	91*	74*	94*	99*

Grouped by structure, those above with four or more nitrogen atoms (nine)
Molecule	TLR9-MyD88 block	NOD2-RIPK2 inh	TROY signal inh	Granule exo inh	SRC1 inh	ABHD5 PLIN5 PPI	LRH-1 inv ag	NR2F2 inh	SRC2 inh	NCOA3 inh	TWEAK-Fn14 inh
Cc1ccc(S(=O)(=O)N2Cc3cnnn3-c3ccccc3C2C#N)cc1 (stereo not drawn)	-5	-7	-3	-2	16	-1	9	6	2	-8	12
COc1ccc(-n2nnnc2C(CCc2ccccc2)N2CCC3(CC2)C(=O)NCN3c2ccccc2)cc1 (stereo not drawn)	/	0	14	6	-1	-5	4	5	7	9	25
O=P(/C(=N/O)N1CCOCC1)(N1CCOCC1)N1CCOCC1	4	-1	8	0	-5	-5	-16	-12	-19	12	-43
O=C(N/N=C/c1c(O)n(Cc2ccc(F)cc2)c(=O)[nH]c1=O)c1ccccc1	4	-9	-27	8	-62	10	-104	-17	-64	-59	-13
C/C(=N\N1CCN(C)CC1)c1c(O)[nH]c(=O)[nH]c1=O	4	-4	-6	-2	-10	-6	-11	16	-17	8	18
Cc1cccc(NC(=O)CSc2nnc([C@@H](N)Cc3c[nH]c4ccccc34)o2)c1C	-7	0	-7	0	0	-3	6	-8	-1	6	7
O=c1[nH]c(=S)[nH]c(O)c1N=Nc1cccc(S(=O)(=O)N2CCOCC2)c1	-8	-17	30	5	9	-4	15	3	11	21	-33
CCC(c1nnnn1-c1ccc(OC)cc1)N1CCC(n2c(=O)[nH]c3ccccc32)CC1 (stereo not drawn)	/	9	22	-2	-21	6	10	-6	-29	-44	7
O=C1c2ccccc2-n2nnc(-c3ccccc3)c2C2c3ccccc3CCN12 (stereo not drawn)	/	-13	6	-6	20	2	8	-2	13	-3	-13
